# Lipid storage S3 = qHTS Assay for Lipid Storage Modulators in Drosophila S3 Cells | Drosophila S3 cells, BODIPY lipid droplet fluorescence, 18-24 h; cells fed with added oleic acid | Potency in µM for hits, for the others lipid storage change, negative = inhibition, % at the top dose, mostly 46.1 µM | 0.64% of 320,000 active; active means well fitted inhibition curve with a large enough effect in the signal ratio, with a control signal flat, not every such curve was filed as active; inconclusive means small, poorly fitted or top-dose-only effect, or effect the other way, or a change in a side signal; the % refers to the signal ratio
#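 Drosophila S3 cells loaded with oleic acid (400 uM, as added) and compounds at several concentrations; lipid droplets imaged by 488-nm laser-scanning cytometry, 500–530 nm intensity and object ratio to cell channel. Percent activity normalized to 20 uM Triacsin C.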
# Lipid storage S3 cell count max = recorded beside Lipid storage S3, whose call it bears; cell number change, %; measured here: cell count max response;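 cells counted by Cell Tracker Red CMTPX staining in the red channel; peak over a dose series mostly up to 46.1 µM; percent activity relative to internal control wells on each plate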
# * hit, by the source's call; i = inactive; ? = inconclusive; . = not tested or not shown; [ ] = remark or other dose. On the % scale 0 is the no-effect control and ±100 the full control effect; potency means the concentration at half of the fitted maximal effect. Not all compounds are listed; rates above refer to the full screens.
compound | Lipid storage S3 | Lipid storage S3 cell count max
C=CCn1c(CSc2nc3ccccc3s2)nnc1SCC(=O)NCCN1CCOCC1 | -1.3% | 1.5
NC(=O)c1sc2nc3c(c(-c4ccco4)c2c1N)CCCC3 | ? | .
O=C(c1cc(Cl)nc2ccccc12)N1CCN(Cc2ccc3c(c2)OCO3)CC1 | ? | .
Cc1cccc(-c2cc(C(=O)NCc3ccccn3)c3ccccc3n2)c1 | 9.0% | -8.5
COc1ccc(C(NC(C)=O)c2nccc3cc(OC)c(OC)cc23)cc1OC (stereo unspecified) | ? | .
O=C(O)CN1C(=O)CNC1=O | i | .
CC1CC(C)CN(S(=O)(=O)c2ccc(C(=O)N3CCCC3)cc2)C1 (stereo unspecified) | -9.2% | .
O=C1C(=O)N(CCS(=O)(=O)c2ccccc2)c2ccccc21 | ? | .
CCCCN(Cc1ccccc1)S(=O)(=O)c1ccc2[nH]c(=O)oc2c1 | ? | .
CC(=O)c1cc2c(cc1N/C(=N/S(=O)(=O)c1ccc(Br)cc1)c1ccccc1)OCO2 | 6.7% | 11.2
CC(C)(C)NC(=O)CSc1nc2ccccc2n1-c1ccccc1 | ? | .
Nc1ccc(S(=O)(=O)NNC(=O)C(=O)NNc2ccccc2)cc1 | 8.8% | -22.5
O=C(COC(=O)CSc1nnc(-c2ccc(Cl)cc2)o1)Nc1cc(Cl)cc(Cl)c1 | 2.4% | -0.1
c1ccc(-c2csc(Cc3nnc4n3CCCCC4)n2)cc1 | 16.6% | -26.6
C#CCOCCOCCOCCNc1nc(N2CCN(C(=O)[C@H]([C@@H](C)CC)n3cc(CCCN=C(N)N)nn3)CC2)nc(N2CCN(C(=O)[C@H](C)n3cc(CCCN=C(N)N)nn3)CC2)n1 | ? | .
CC(=O)N(C)c1cccc([N+](=O)[O-])c1 | 3.5% | 22.7
CSc1ccc(-c2nc3cnccn3c2Nc2ccc3c(c2)OCO3)cc1 | ? | .
CCN(c1ccccc1)S(=O)(=O)c1nnc(NC(=O)C(C)(C)C)s1 | ? | .
Cc1[nH][nH]c(=O)c1C(c1cc2c(cc1Br)OCO2)c1c(C)[nH][nH]c1=O | -5.2% | -7.1
COc1ccc(CN2CCN(c3ncccn3)CC2)c(OC)c1 | 8.4% | 0.8
COc1ccccc1NC(=S)NC(=O)c1c(-c2ccccc2Cl)noc1C | ? | .
O=c1[nH]cccc1-c1nc2cc(Cl)ccc2n1Cc1ccccc1 | ? | .
Cc1ccc(OCc2cc(C(=O)NCc3cc(F)ccc3C)no2)cn1 | 1.8% | 0.0
COc1cc(C(=O)OC2CCOC2=O)cc(Cl)c1OC (stereo unspecified) | i | 11.9
CCc1ccc([C@@H]2CC=C(C(=O)O)[C@H](c3cccc(Cl)c3)N2S(=O)(=O)c2ccc(C)cc2)cc1 | ? | .
O=C(CSc1nnnn1-c1ccccc1F)Nc1nc2ccccc2s1 | i | 53.5
COc1ccccc1C(=O)NCC(=O)NCCc1ccc(Cl)cc1 | ? | .
O=C(N/N=C/c1ccc(O)cc1)c1nc(-c2ccccc2)n(-c2ccccc2)n1 | ? | .
Cn1ccc2cc(-c3ccc4ncnc(NCc5cccc(F)c5)c4c3)ccc21 | -4.6% | .
O=C(NCc1ccc(/C=N\NC(=O)C(=O)Nc2ccccc2Br)o1)C(=O)Nc1ccccc1 | -30.7% | 24.1
CC(=O)ONC(=Nc1ccccc1)c1nonc1N | ? | .
CCCN(CCC)C(=O)Cn1c2ccccc2c2nc(=O)cc(C)n21 | ? | .
CCN(CC)C(=O)c1cccc2nc3ccccc3nc12 | 7.1% | .
COc1ccc(CC(=O)Nc2cc(S(=O)(=O)N3CCCCC3)ccc2C)cc1OC | -0.7% | -3.1
CC(=O)N1CCN(CC(=O)Nc2ccc(C)c(S(=O)(=O)N(C)C)c2)CC1 | ? | .
CCN1CC=C2C(C#N)=C(N)C(C#N)(C#N)[C@H](c3cccc(OC)c3OC)[C@H]2C1 | ? | .
COc1ccc(C(=O)NCCSCc2ccccc2Cl)cc1OC | 13.4% | -11.8
CC(=O)Nc1ccc(NC(=O)C(C)OC(=O)c2ccccc2NS(=O)(=O)c2cccs2)cc1 (stereo unspecified) | 1.9% | .
COc1ccc(CC(=O)OCC(=O)Nc2ccc3c(c2)OCO3)cc1 | ? | .
CCOC(=O)c1c(/N=C/c2ccc(O)cc2O)sc2c1CCC2 | 7.8% | 0.8

# Overlap with the part before: 6 entries; new compounds follow.
compound | Lipid storage S3 | Lipid storage S3 cell count max
CC(=O)N1CCN(CC(=O)Nc2ccc(C)c(S(=O)(=O)N(C)C)c2)CC1 | ? | .
CCN1CC=C2C(C#N)=C(N)C(C#N)(C#N)[C@H](c3cccc(OC)c3OC)[C@H]2C1 | ? | .
COc1ccc(C(=O)NCCSCc2ccccc2Cl)cc1OC | 13.4% | -11.8
CC(=O)Nc1ccc(NC(=O)C(C)OC(=O)c2ccccc2NS(=O)(=O)c2cccs2)cc1 (stereo unspecified) | 1.9% | .
COc1ccc(CC(=O)OCC(=O)Nc2ccc3c(c2)OCO3)cc1 | ? | .
CCOC(=O)c1c(/N=C/c2ccc(O)cc2O)sc2c1CCC2 | 7.8% | 0.8
CCOCCCNC(=O)c1ccc2c(c1)N(Cc1ccccc1)C(=O)CS2=O (stereo unspecified) | ? | .
Oc1ccc(/C=N/n2c(COc3ccccc3)n[nH]c2=S)c(O)c1 | 4.9% | -1.2
CCOC(=O)N1CCN(c2cc(=O)n(-c3ccc(Br)cc3)c(=O)[nH]2)CC1 | 14.2% | .
CCCCn1c(=O)[nH]c(=O)c2c1nc(CN1C(=O)c3ccccc3S1(=O)=O)n2CCC | ? | .
COCC(C)n1c(C)cc(C(=O)CSc2nc(C)c(C)c(C)n2)c1C (stereo unspecified) | 6.3% | -3.5
COc1ccc(NC(=O)c2ccc(Cl)c(NC(=O)c3ccncc3)c2)cc1 | 28.2% | 7.7
COc1ccc(C(OC(=O)c2ccco2)C(=O)NC2CCCCC2)cc1 (stereo unspecified) | 1.2% | 3.7
CC(C)CCn1c(SCC(=O)c2ccccc2)nc2c1c(=O)[nH]c(=O)n2C | ? | .
Cc1ccc(NC(=O)NC2(C(=O)NCc3ccccc3)CCCCC2)cc1 | ? | .
Cc1ccc(S(=O)(=O)N(C)C)cc1NC(=O)COC(=O)C1CC1 | ? | .
NNC(=S)NCc1ccc2c(c1)OCO2 | ? | .
C#CCOCCOCCOCCNc1nc(N2CCN(C(=O)[C@H]([C@@H](C)CC)n3cc([C@@H](N)CC(C)C)nn3)CC2)nc(N2CCN(C(=O)[C@H]([C@@H](C)CC)n3cc([C@@H](N)CC(C)C)nn3)CC2)n1 | -3.9% | 14.6
Cc1ccc(C(=O)CC2(O)C(=O)N(CCc3ccccc3)c3ccc(Br)cc32)o1 (stereo unspecified) | i | -19.6
CCN1CCN(CCCOc2ccc(-c3ccccc3)cc2)CC1 | i | .
Nc1cc(N)nc(SCC(=O)Nc2cc(S(=O)(=O)N3CCOCC3)ccc2Cl)n1 | 17.4% | 5.2
CCCOc1ccc(-c2c(C(=O)N/N=C(\C)COc3ccccc3)nnn2-c2nonc2N)cc1 | ? | .
CC1(C(=O)O)CCC(C(=O)NC2CCCCC2)C1(C)C (stereo unspecified) | ? | .
COC(=O)CCN1CCN(S(=O)(=O)c2ccccc2Br)CC1 | ? | .
Cc1nn2c(Nc3ccccc3)c3c(nc2c1-c1ccccc1)CCC3 | ? | .
O=C(O)COc1ccccc1/C=C1\C(=O)Nc2ccc(Br)cc21 | -3.0% | -13.8
Cc1ccc(S(=O)(=O)N/N=C/c2ccc(OCC(=O)Nc3ccccc3Cl)cc2)cc1 | ? | .
O=C(O)CCC(=O)Nc1ccccc1C(=O)NCCc1ccccc1 | ? | .
c1cncc(-c2nc(NCCCN3CCOCC3)c3c4c(sc3n2)CCC4)c1 | 6.5% | 7.6
COc1cccc2c1cc1c(=O)n(CC(=O)NCCCN3CCN(C)CC3)nc(C)n12 | ? | .
Cc1cc(C)cc(NC(=O)C(OC(=O)c2sccc2C)c2ccccc2)c1 (stereo unspecified) | 0.0% | 9.0
O=C(NCCNCc1ccc(F)cc1)c1ccco1 | ? | .
COCCn1c(=S)[nH]c2cc(C(=O)N3CCN(Cc4ccc5c(c4)OCO5)CC3)ccc2c1=O | ? | .
COC(=O)/C(C#N)=C/c1occc1C | 21.7% | -2.6
CCCCNC(=O)COc1ccccc1C(=O)c1cc(C#N)c(=O)n(CCOC)c1 | 9.0% | 1.5
COc1cc(C(=O)NCC(=O)NCCCSc2ccccc2)cc(OC)c1OC | ? | .

# (continued)
mol	Lipid storage S3	Lipid storage S3 cell count max
C=CCn1c(=O)[nH]c2cc(C(=O)N3CCN(c4ccc(C(C)=O)cc4)CC3)ccc2c1=O	?	.
COc1ccc(NC(=O)C23CC4CC(C2)CC(n2cnc(Br)n2)(C4)C3)cc1Cl	1.7%	-6.7
CCN1C(=O)[C@@H]2Cc3c([nH]c4ccccc34)C(c3ccc(OC)cc3)N2C1=S (stereo partly specified)	?	.
Cc1ccc(S(=O)(=O)N2CCOCC2)cc1NC(=O)c1cc(-c2ccccn2)nc2ccccc12	10.0%	-2.7
COC(=O)CSc1snnc1-c1ccc(F)cc1	?	.
CCOC(=O)N1CCc2c(sc3c2c(=O)n(Cc2ccccc2)c(=O)n3Cc2cccc(C)c2)C1	?	.
Nc1nc(-c2ccc(Cl)cc2)nn1C(=O)c1ccco1	?	.
CC(OC(=O)C1CCCC1)C(=O)Nc1ccc(C(N)=O)cc1 (stereo unspecified)	?	.
C/C(N)=C(/C#N)C(=O)CSc1nncn1-c1ccccc1	?	.
Cn1c(=O)c(C(=O)COC(=O)c2cc(-c3ccco3)nc3ccccc23)c(N)n(CC2CC2)c1=O	?	.
Cc1cc(S(=O)(=O)c2cc3ccc(O)c(C)c3oc2=O)ccc1F	-5.4%	2.6
O=C(NNc1nc2c(F)cc(F)cc2s1)c1ccccc1	21.3%[9.22 µM]	6.1
COCCN(C(=O)COC(=O)CNC(=O)c1cccs1)c1c(N)n(Cc2ccccc2)c(=O)[nH]c1=O	?	.
O=C(CCN1CCN(c2ccccc2F)CC1)Nc1ccc2c(c1)OCO2	25.0%	-10.0
CCOc1ccc(NC(=O)c2cc3c(=O)n(C)c4ccccc4c3n2C)cc1	?	.
O=C1C(=O)N(CCCn2ccnc2)C(c2cccc(Br)c2)/C1=C(\O)c1ccc2c(c1)OCCO2 (stereo unspecified)	6.9%	-3.3
COc1ccc(N=c2cc(-c3ccc(O)cc3)oc3ccccc23)cc1	?	.
CC(c1ccccc1)N1C(=O)CC(Sc2ncccc2C(=O)O)C1=O (stereo unspecified)	?	.
CCC(C)c1ccccc1N1CC(C(=O)NCCCn2nc(C)cc2C)CC1=O (stereo unspecified)	?	.
Cn1c(=O)oc2cc(S(=O)(=O)N3CCCC(C(=O)NCCN4CCOCC4)C3)ccc21 (stereo unspecified)	14.9%	10.0
O=C(CSCc1ccccc1)Nc1ccccc1	19.4%	7.6
COc1ccccc1NC(=O)Nc1cc(F)ccc1F	-10.2%[9.22 µM]	3.4
CC(=O)Nc1ccc(NC(=O)CSc2ccc3nnc(-c4cccnc4)n3n2)cc1	?	.
CCC1CCCCN1C(=O)c1c[nH]c2ccc(S(=O)(=O)N(C)c3ccc(Cl)cc3)cc2c1=O (stereo unspecified)	?	.
CC(NC(=O)C1CCC(CNS(=O)(=O)c2ccccc2)CC1)c1ccccc1 (stereo unspecified)	10.4%	10.3
Cc1cc(C)c2nc(Cl)c(Cl)nc2c1	9.3%	7.7
Cc1nc2cc(NS(=O)(=O)c3ccc(Br)cc3)ccc2n1C	11.6%	-0.2
C=CCc1ccccc1OCC(=O)NNC(=S)NCc1ccccc1	?	.
CCCCC1=CC2=C(c3ccco3)C(=O)C(C)(OC(=O)c3ccc(OC)cc3)C(=O)C2=CN1Cc1ccc(OC)cc1 (stereo unspecified)	?	.
CN(C(=O)CN1C(=O)S/C(=C\c2ccccc2Cl)C1=O)C1CCS(=O)(=O)C1 (stereo unspecified)	-10.1%	18.0
COc1ccc(C(=O)OCC(=O)N(C)C2CCS(=O)(=O)C2)cc1Br (stereo unspecified)	-54.8%	-1.7
Cc1ccc(S(=O)(=O)NC2CC2)cc1[N+](=O)[O-]	8.5%	2.3
S=C(NCc1ccncc1)Nc1ccc(Cl)cc1	13.6%	19.0
CCOc1ccc(N2C(=O)CC(N3CCN(c4ccccc4OC)CC3)C2=O)cc1 (stereo unspecified)	?	.
CC1Cc2ccccc2N1C(=O)C1CCCN(S(=O)(=O)c2cccc3cccnc23)C1 (stereo unspecified)	?	.
CC(Cc1ccc(Cl)cc1)N1CCC(n2nccc2NC(=O)C2CCCC2)CC1 (stereo unspecified)	-20.4%	13.9
O=C(N/N=C/c1ccc2c(c1)OCO2)c1cccnc1	?	.
COc1ccc(C(=O)NC(C)CCCC(C)(C)O)cc1OC1CCN(C(C)=O)CC1 (stereo unspecified)	?	.
NC(=O)NC(=O)COC(=O)c1ccc2c(c1)C(=O)N(Cc1ccccc1)C2=O	?	.
COc1ccc2c(c1)C1=NN(/C(C)=C\C(C)=O)C(c3ccccc3)C1CC2 (stereo unspecified)	-2.2%	-20.1
O=C(CSc1ccccc1)Nc1nc2ccccc2[nH]1	-4.4%	-12.4
COc1cccc(C2CC(c3cccs3)=NN2C(=O)CSc2nc3ccccc3o2)c1OC (stereo unspecified)	-2.4%	8.7

# Compound activity from PubChem BioAssay.
